C8 TRAIL sens: sensitizes caspase-8 expressing cells to TRAIL; AID 624354; inhibition (viability loss, TRAIL sensitization), % at 10 µM; NB7+C8 cells + TRAIL, ATPlite viability luminescence; hit rate 1% among 360,000;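 active = compounds causing at least 50% loss of cell viability in the single-dose screen, relative to plate controls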
TWEAK Fn14 block: blocks TWEAK-Fn14 interaction in a reporter cell assay; TWEAK-stimulated Fn14 reporter cells, luciferase luminescence, 8 h; inhibition, % at 10 µM; hit rate 2% among 360,000; in the data active = inhibition above about 50%
SRC1 inh: inhibitors of human steroid receptor coactivator 1 (SRC1); HEK293 GAL4-SRC1 luciferase reporter, luminescence; AID 588354; Q15788; hit rate 0.12% among 360,000; inhibition, % at 3.6 µM;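 active = inhibition above the campaign mean plus 3 SD, with each screening campaign given its own cutoff, cut at about 60% in these data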;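 note: 0% = DMSO treated cells and 100% = gossypol at 36 µM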
CF NFkB block: inhibitors of cystic fibrosis induced NF-kB. KKLEB NF-kB-GFP reporter, PAF-induced, GFP fluorescence overnight. hit rate 0.86% among 360,000. inhibition, % at 5 µM;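 active = at least 50% inhibition at 5 µM, scaled per plate between neutral and stimulator controls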;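 note: PAF is a Pseudomonas aeruginosa culture filtrate used as stimulus; plate controls were PAF-stimulated DMSO wells for no effect and unstimulated DMSO wells for full effect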
NR2F2 inh: NR2F2 (human) inhibition, primary screen | P24468 | HEK293T NGFI-A luciferase reporter, luminescence | inhibition, % at 8.6 µM | hit rate 0.7% among 370,000 | AID 686940;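 active = inhibition above a per-plate cutoff, mean inhibition of test wells between control levels plus 3 SD, cut at about 38% in these data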;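 note: cells cotransfected with COUP-TFII expression vector driving the NGFI-A reporter; 0% = median of COUP-TF2 test wells and 100% = reporter-only cells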
Target sequence (P24468 whole entry, looked up): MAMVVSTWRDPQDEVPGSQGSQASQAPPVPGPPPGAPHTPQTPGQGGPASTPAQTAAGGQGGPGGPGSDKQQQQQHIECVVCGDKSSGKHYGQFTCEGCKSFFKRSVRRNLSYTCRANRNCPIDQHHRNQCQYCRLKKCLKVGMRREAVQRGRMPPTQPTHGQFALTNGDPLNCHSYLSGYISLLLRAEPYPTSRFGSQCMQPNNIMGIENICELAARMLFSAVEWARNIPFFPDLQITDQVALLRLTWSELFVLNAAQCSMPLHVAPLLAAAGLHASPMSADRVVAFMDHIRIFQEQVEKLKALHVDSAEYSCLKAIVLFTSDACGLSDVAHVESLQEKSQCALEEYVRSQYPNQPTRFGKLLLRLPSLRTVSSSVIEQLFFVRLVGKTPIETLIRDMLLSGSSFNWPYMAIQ
TROY signal inh: TROY signaling inhibition; Q293 LMP1-TROYcd NF-kB luciferase reporter, 4 h; inhibition, % at 10 µM; hit rate 0.98% among 360,000; AID 1347056;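 active = compounds whose plate-normalised and pattern-corrected inhibition of the luciferase reporter signal at the single screening dose is 50% or more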
SRC3 inh: inhibitors of human steroid receptor coactivator 3 (SRC3). Q9Y6Q9. HEK293 GAL4-SRC3 luciferase reporter, luminescence. inhibition, % at 3.6 µM. hit rate 0.17% among 360,000. AID 588352;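 active = inhibition above a per-campaign cutoff, the mean of all compounds plus 3 SD, cut at about 60% in these data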;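 note: 0% = DMSO-treated cells and 100% = gossypol-treated cells at 36 µM; higher means less SRC3-driven luciferase light from the GAL4 reporter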
LMP1 NFkB inh: reduces LMP1-driven NF-kappaB luciferase signal; inhibition, % at 12.5 µM; hit rate 0.69% among 350,000; LMP1-induced NF-kappaB luciferase reporter cells, luminescence; in the data active = inhibition above about 41%;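 note: 0% = neutral control wells and 100% = reference inhibitor control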
LRH-1 inv ag: inverse agonists of human LRH-1 (NR5A2); O00482; HEK293T StAR-luciferase reporter, LRH-1 transfected, 24 h; inhibition, % at 3.6 µM; hit rate 0.13% among 360,000; AID 602396;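 active = inhibition above the mean inhibition of all tested compounds plus 3 SD, cut at about 73% in these data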;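 note: 0% = DMSO wells and 100% = reporter-only cells lacking LRH-1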
Target sequence (O00482 whole entry, looked up): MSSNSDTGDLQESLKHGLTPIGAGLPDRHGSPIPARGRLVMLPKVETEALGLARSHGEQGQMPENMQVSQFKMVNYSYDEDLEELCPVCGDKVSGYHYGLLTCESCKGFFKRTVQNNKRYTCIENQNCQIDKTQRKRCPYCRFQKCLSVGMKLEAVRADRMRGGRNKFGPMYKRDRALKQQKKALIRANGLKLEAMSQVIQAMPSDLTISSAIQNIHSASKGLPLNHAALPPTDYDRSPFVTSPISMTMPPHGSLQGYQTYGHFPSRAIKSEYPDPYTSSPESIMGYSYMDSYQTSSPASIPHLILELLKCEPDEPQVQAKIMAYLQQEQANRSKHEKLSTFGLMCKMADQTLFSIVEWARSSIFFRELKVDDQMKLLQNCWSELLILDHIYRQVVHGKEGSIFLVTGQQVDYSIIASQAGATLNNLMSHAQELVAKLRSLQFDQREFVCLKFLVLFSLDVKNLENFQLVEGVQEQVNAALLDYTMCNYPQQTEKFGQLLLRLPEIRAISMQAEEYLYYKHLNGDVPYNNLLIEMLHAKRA
KKLEB cytotox: reduces viability of KKLEB cystic fibrosis airway cells. hit rate 0.36% among 360,000. AID 602141. activity change (cytotoxicity), % at 5 µM. KKLEB CF airway cells viability, ATPlite luminescence, overnight; hits give low values; cells stimulated with P. aeruginosa culture filtrate;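 active = corrected activity change at or below -50% at 5 µM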
SRC2 inh: inhibits human steroid receptor coactivator 2; HEK293 GAL4-SRC2 luciferase reporter, luminescence; hit rate 0.17% among 370,000; inhibition, % at 9 µM;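 active = inhibition above the mean inhibition of all tested compounds plus 3 SD, set per campaign, cut at about 52% in these data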;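 note: 0% = DMSO treated cells and 100% = cells given Gossypol at 36 µM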
Numbers without * were called inactive; / = not tested or not shown.

Structure	TROY signal inh	SRC3 inh	NR2F2 inh	SRC2 inh	LRH-1 inv ag	C8 TRAIL sens	TWEAK Fn14 block	KKLEB cytotox	SRC1 inh	CF NFkB block	LMP1 NFkB inh
CN(C)CCCN(Cc1cc2cc3c(cc2[nH]c1=O)OCO3)C(=S)NCc1ccco1	-19	1	-24	-33	12	-1	11	14	-3	-20	-6
CC1=C(N2CCCCC2)CCC1=O	-1	-7	-5	9	2	3	9	4	-9	10	-1
Cc1ccc(NC(=S)NNC(=O)c2ccco2)cc1	7	-14	-31	-30	-34	-4	-28	1	-25	10	-12
COc1ccc(CCNC(=O)c2ccc(CNS(=O)(=O)c3ccc(C(C)(C)C)cc3)cc2)cc1OC	18	17	19	11	2	6	12	-2	1	13	15
Cn1cc(/C=C2\SC(=O)NC2=S)c2ccccc21	-4	8	1	-3	-5	0	-4	-11	12	-27	-2
CCOC(=O)CNC(=O)CSc1ccc2nnc(-c3cccnc3)n2n1	0	-9	-8	-4	0	-5	4	7	-12	7	2
O=C(NCCCN1CCOCC1)[C@@H]1CSC2c3ccccc3C(=O)N21 (stereo partly drawn)	13	-25	11	-5	2	4	4	6	-13	4	-2
CC(=O)Oc1ccc(C(=O)Nc2cccc(C(=O)NC(C)(C)C)c2)cc1	26	-5	-7	-9	-22	12	-15	1	-12	14	5
O=C1/C(=C/c2ccncc2)SC(=S)N1C1CCS(=O)(=O)C1 (stereo not drawn)	0	-20	11	11	-3	26	46	-10	10	65*	10
COC(=O)C[C@H]1c2ccccc2S(=O)(=O)N1Cc1ccc(OC)cc1	-15	-5	-10	6	-10	-15	-5	9	-1	-6	-14

3 entries out of the list above, ordered by their value in LRH-1 inv ag, rising:
smiles | LRH-1 inv ag
CC(=O)Oc1ccc(C(=O)Nc2cccc(C(=O)NC(C)(C)C)c2)cc1 | -22
Cn1cc(/C=C2\SC(=O)NC2=S)c2ccccc21 | -5
COc1ccc(CCNC(=O)c2ccc(CNS(=O)(=O)c3ccc(C(C)(C)C)cc3)cc2)cc1OC | 2

Following part.
Structure	TROY signal inh	SRC3 inh	NR2F2 inh	SRC2 inh	LRH-1 inv ag	C8 TRAIL sens	TWEAK Fn14 block	KKLEB cytotox	SRC1 inh	CF NFkB block	LMP1 NFkB inh
CC(Cc1ccccc1)C(=O)N(C)Cc1cccnc1 (stereo not drawn)	-6	-7	5	-33	-14	12	3	7	-25	-32	0
COc1ccc(N2CC(NC(=O)Nc3ccccc3)CC2=O)cc1 (stereo not drawn)	29	9	-2	-7	3	-4	-6	-4	-2	-10	-3
CN(C)c1ccc(C(=O)c2ccc(N(C)C)c3ccccc23)cc1	-17	-22	-40	-27	-4	-15	-65	-2	-53	55*	-6
O=C1OC(c2ccccc2)=NC12CC2c1ccc(Cl)cc1 (stereo not drawn)	-5	18	-1	-3	-2	-6	-6	11	8	6	6
CCC(=O)N1CCN(CCN=CC2=C(O)CC(c3cccs3)CC2=O)CC1 (stereo not drawn)	-8	10	-7	-20	24	5	0	-13	-1	15	2
CC(C)(C)c1ccc(C(=O)NCCOc2ccccc2)cc1	79*	11	36	-8	-14	15	89*	-1	18	7	17
CCCN(C(=O)C(=O)Nc1ccc2nc3n(c(=O)c2c1)CCCCC3)c1ccc(OCC)cc1	7	13	7	14	9	8	13	-2	16	6	2
C/C(CC(=O)Nc1cccc2c1CCCC2)=N\NC(=O)COc1ccccc1	4	-9	-8	-10	-8	-10	-3	4	0	-8	-3
COc1ccccc1-c1csc(NC(=O)c2ccc(N3C(=O)CCC3=O)cc2)n1	36	4	21	-19	3	16	51*	14	-11	-9	2
CC(C)C(NS(=O)(=O)c1ccccc1)C(=O)N1CCCC1 (stereo not drawn)	-16	17	-16	10	13	1	23	21	-5	-12	14
CCOC(=O)CN1C(=O)CN(c2ccc(C)c(C)c2)C1=O	-5	5	-15	-21	-4	6	-9	2	-20	21	-2
CCC(C)C(=O)Nc1nc(C)c(-c2csc(Nc3ccc(Cl)cc3)n2)s1 (stereo not drawn)	2	5	8	-3	-2	20	10	10	17	1	2
CCOC(=O)COc1ccc(C)cc1-c1ccno1	-17	-3	-2	4	-7	0	4	8	14	-3	-6
O=C(COC(=O)CNC(=O)c1ccccc1Cl)NC1CC1	-12	0	5	-1	5	-19	-3	-16	-5	2	5
COc1ccc(N(CC(=O)NCCC2=CCCCC2)S(=O)(=O)c2ccccc2F)cc1	2	-2	-6	13	-4	-17	8	15	-3	-17	-4
COc1ccc(C2C3=C(CC(C)(C)CC3=O)OC(N)=C2[N+](=O)[O-])cc1 (stereo not drawn)	-8	2	-3	14	20	-2	7	-5	11	-12	11
Cc1c(-n2cc(C(=O)c3cc(Br)ccc3O)cc(C#N)c2=O)c(=O)n(-c2ccccc2)n1C	-26	13	1	0	20	0	17	8	-19	-4	-10
Cc1cc(C)nc(NS(=O)(=O)c2ccc(NC(=O)C(C)Oc3ccccc3F)cc2)n1 (stereo not drawn)	10	-9	8	7	-5	-6	11	3	16	9	-1
O=C(NCCN1CCCCC1)Nc1ccc(F)c(Cl)c1	3	-9	-9	-1	1	-7	3	0	-5	-14	-14
CCCCc1c(-c2ccccc2OC)ncn1C1CCCC1	-1	/	0	11	-2	27	-2	/	/	/	/
COC(=O)c1ccc(COc2ccc(C=O)cc2)o1	-24	-12	-21	7	19	-6	19	11	-10	-13	8
CC(=O)N1c2ccccc2NC2=C(C(=O)CCC2)C1c1ccc(F)cc1 (stereo not drawn)	13	6	8	-9	-3	-15	-6	0	-1	1	-2
Cc1nc(SCc2ccc(F)cc2)c2oc3ccccc3c2n1	-11	16	4	-6	3	7	8	6	-18	1	3
CN(C(=O)CSc1nc2cc([N+](=O)[O-])ccc2n1-c1ccc(F)cc1)C1CCS(=O)(=O)C1 (stereo not drawn)	6	5	-4	-10	12	-18	-14	3	-6	-5	5
COc1ccc(C)cc1-n1c(SCC(=O)NC2CC2)nc2ccccc2c1=O	-27	9	-14	-11	0	3	15	9	3	3	5
Cc1nc2ncnn2c(C)c1Cc1ccccc1Cl	-11	-3	0	14	3	12	-1	2	-6	15	2
Cc1cc2c(cc1C)NC(c1nc3ccccc3[nH]1)C1=C(CC(C)(C)CC1=O)N2 (stereo not drawn)	-10	-6	-2	-7	-24	3	36	-2	-25	4	4
CCCCN(C(=O)CNC(=O)c1ccco1)C(C(=O)NC1CCCCC1)c1cccnc1 (stereo not drawn)	-7	10	-18	9	-1	-16	-10	4	3	11	1
COc1ccccc1CNc1nc(NCc2ccccc2F)c2sccc2n1	58*	5	/	/	11	20	90*	-12	0	30	/
CCOc1ccc(C(C)NC(=O)c2cc(=O)[nH]c3ccccc23)cc1OCC (stereo not drawn)	14	4	-9	-33	21	5	8	-10	-9	-6	6
O=C(Nc1ccc(Cl)cc1)Nc1ccon1	-20	-18	0	15	-7	13	-12	11	4	7	-9
Cc1cc(F)ccc1S(=O)(=O)N1CCCCC1CCNC(=O)C(=O)NCCN1CCOCC1 (stereo not drawn)	15	-19	5	-15	22	8	-16	-8	5	8	4
CCOc1ccc2nc(NC(=O)c3cccc(N4C(=O)CCC4=O)c3)sc2c1	-34	-6	-6	-19	12	56*	12	-13	1	-23	19
CCC(C)COC(=O)c1ccc(C(=O)O)cc1 (stereo not drawn)	-9	-10	-6	-14	-16	-6	-15	-4	-30	6	5
Cc1ccc(C(=O)CCS(=O)(=O)c2ccc(F)cc2)cc1	3	20	-15	8	-9	-6	4	-11	-29	32	5
CCN(C(=O)C(C)OC(=O)CCCNC(=O)c1ccc(Cl)cc1)c1ccccc1 (stereo not drawn)	15	-7	0	6	-3	3	0	1	37	-20	0
COc1cc(/C=C2/NC(=O)N(CC(=O)Nc3cccc(C)c3)C2=O)ccc1OCC(N)=O	24	-3	-4	-54	14	-3	-4	1	-8	3	3
O=[N+]([O-])c1cccc(Nc2c3ccccc3nc3ccccc23)c1	-26	11	-3	-16	-4	5	9	-12	-2	-15	0
O=C(N=C1SC2CS(=O)(=O)CC2N1Cc1ccccc1Cl)C1CCCO1 (stereo not drawn)	-6	16	-11	-35	4	1	7	15	2	-4	0
CN1OC[C@@H]2CN(C(=O)C(C)(C)C)[C@H](c3cccc(N4CCOCC4)c3)C[C@@H]21	-34	-2	8	16	18	-4	-3	-8	6	11	0
C/C(=N\Nc1cccc(Cl)c1)C1(C)N(O)C(C)(C)C(c2ccco2)=[N+]1[O-] (stereo not drawn)	-3	18	-14	15	-15	-6	-15	21	-10	-14	-7
COc1ccccc1OCC(=O)N1CCN(c2ccccc2OC)CC1	4	3	-15	-19	-6	-1	-3	10	10	0	-12
O=C(Cn1ncc2c1-c1ccccc1OC2)N(Cc1ccco1)C1CCCCC1	5	13	-12	-22	5	-12	14	2	11	-16	-1
CSc1ccc(/C=C(\NC(=O)c2ccc(C)cc2)C(=O)Nc2cccc(C)c2)cc1	2	12	2	18	-3	-16	-18	5	-3	-12	1
CCCNC(=O)c1cc(C2CCCCN2C(=O)c2ccc(C(C)C)cc2)on1 (stereo not drawn)	18	-3	3	-1	15	3	-3	-6	5	0	/
Cc1c(Cl)cnn1CC(=O)NC1C(=O)N2C(C(=O)O)=C(CSc3nnnn3C)CSC12 (stereo not drawn)	12	16	-7	14	-5	-2	-8	2	-11	-3	-2
Cc1c(Cl)c(C(=O)NNC(=S)NCc2ccco2)nn1C	7	9	-21	-34	2	2	-1	7	9	-7	2
C/C(=N\NC(=O)c1cc(C(C)C)[nH]n1)c1ccncc1	-6	-47	-12	-7	-9	11	6	3	-1	-18	-17
O=C1CN(C(=O)c2ccc(Br)o2)C(c2ccccc2)c2cc(Br)ccc2N1 (stereo not drawn)	4	-6	0	-5	26	17	-7	-24	-11	1	-4
O=C(NC(=S)NCCN1CCOCC1)c1ccccc1	-3	-5	-6	4	18	3	-3	2	-7	8	2

The listing continues:
Structure	TROY signal inh	SRC3 inh	NR2F2 inh	SRC2 inh	LRH-1 inv ag	C8 TRAIL sens	TWEAK Fn14 block	KKLEB cytotox	SRC1 inh	CF NFkB block	LMP1 NFkB inh
COc1ccc(C(=O)N2CCN(CC(=O)N3CCOCC3)CC2)cc1	0	-12	2	5	-8	-1	-16	-29	10	-17	7
CC1N(C)c2cccc3cccc(c23)N1C	-13	7	7	-10	16	-1	9	-9	-15	4	-7
CCCCn1c(N)c(N(CCOC)C(=O)c2ccc(C)c(S(=O)(=O)N3CCCCC3)c2)c(=O)[nH]c1=O	8	-52	17	1	1	-9	8	-13	-12	2	-8
Cc1cc(NC(=O)Nc2cc(Cl)ccc2C)no1	-5	-1	-4	-6	4	2	-1	15	-11	-10	5
COc1ccc(S(=O)(=O)Nc2c(C)cc(C)cc2C)c2cccnc12	13	7	-13	11	-8	-5	-45	-13	5	-11	-3
Cc1cc(C)n2nc(SC(C)C(=O)NCc3ccco3)nc2n1 (stereo not drawn)	-9	16	14	17	15	-7	-4	-2	8	6	-2
Cc1[nH]nc(-c2ccc(OCc3cnn(-c4ccccc4)c3)cc2O)c1Oc1ccc(Cl)cc1	6	16	14	16	7	2	-13	-4	-5	-8	-16
CN(C)CCNC(=O)Cn1c(=O)c2cccn2c2ccc(F)cc21	-9	-4	1	-11	-14	9	2	7	-37	-14	9

Source: PubChem
